Compound activity as filed in PubChem.
ALDH1A1 inh – qHTS Assay for Inhibitors of Aldehyde Dehydrogenase 1 (ALDH1A1); Aldehyde dehydrogenase 1A1 (Homo sapiens), P00352; Purified ALDH1A1, NADH fluorescence, propionaldehyde substrate; Potency, µM (titrated, usually from 75.3 µM), for the others: at the top dose activity, negative = inhibition, hits mostly inhibitors; 220,000 compounds, 7.3% hits; active means well fitted inhibition curve with a large enough effect, not every such curve was filed as active; inconclusive means small, poorly fitted or top-dose-only effect, or another doubt; inactive means no such curve, though single readings can be large or run the other way;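 further: plate controls were no enzyme wells and a reference inhibitor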
Target sequence (P00352 whole entry, looked up): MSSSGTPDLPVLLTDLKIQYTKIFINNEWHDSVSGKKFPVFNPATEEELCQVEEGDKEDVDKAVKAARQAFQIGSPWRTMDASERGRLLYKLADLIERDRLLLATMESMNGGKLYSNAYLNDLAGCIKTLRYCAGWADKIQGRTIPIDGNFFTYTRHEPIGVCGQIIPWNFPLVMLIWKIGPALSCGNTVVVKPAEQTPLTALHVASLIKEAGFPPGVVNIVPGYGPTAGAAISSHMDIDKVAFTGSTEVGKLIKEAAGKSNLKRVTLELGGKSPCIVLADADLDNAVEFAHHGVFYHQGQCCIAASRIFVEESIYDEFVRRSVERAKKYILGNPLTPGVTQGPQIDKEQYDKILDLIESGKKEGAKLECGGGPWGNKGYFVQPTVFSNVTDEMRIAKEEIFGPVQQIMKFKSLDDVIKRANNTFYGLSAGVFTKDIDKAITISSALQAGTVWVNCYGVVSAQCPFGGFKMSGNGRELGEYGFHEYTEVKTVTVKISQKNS
GAA spleen mod – qHTS Assay for Inhibitors and Activators of Human alpha-Glucosidase From Spleen Homogenate. human spleen homogenate, 4-MU-alpha-glucoside fluorescence. Potency, µM (top dose mostly 79.9 µM), inactives show at the highest dose activity change, negative = inhibition, actives largely listed as inhibitors. 240,000 compounds, 0.006% hits. AID 2112, 2009;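 further: 0% = enzyme with vehicle and -100% = no enzyme basal signal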
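AC50 values come from Hill-equation fits of concentration-response data, normalized to no-enzyme and full-activity controls. Enzyme source: 1 ug human spleen homogenate; 1 mM fluorogenic 4-MU glucoside, pH 5.0 citrate buffer, 37 C, 40 min.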
aGal spleen mod – qHTS Assay for Inhibitors and Activators of Human alpha-Galactosidase From Spleen Homogenate | human spleen homogenate, 4MU-alpha-Gal fluorescence, 40 min | Potency, µM (top dose mostly 80 µM), inactives show top-dose activity change, negative = inhibition, usual class: inhibitors | 240,000 compounds, 0.008% hits;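 further: 0% = enzyme with vehicle and -100% = no enzyme basal signal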
Target sequence (P06280 32-429 limits assumed): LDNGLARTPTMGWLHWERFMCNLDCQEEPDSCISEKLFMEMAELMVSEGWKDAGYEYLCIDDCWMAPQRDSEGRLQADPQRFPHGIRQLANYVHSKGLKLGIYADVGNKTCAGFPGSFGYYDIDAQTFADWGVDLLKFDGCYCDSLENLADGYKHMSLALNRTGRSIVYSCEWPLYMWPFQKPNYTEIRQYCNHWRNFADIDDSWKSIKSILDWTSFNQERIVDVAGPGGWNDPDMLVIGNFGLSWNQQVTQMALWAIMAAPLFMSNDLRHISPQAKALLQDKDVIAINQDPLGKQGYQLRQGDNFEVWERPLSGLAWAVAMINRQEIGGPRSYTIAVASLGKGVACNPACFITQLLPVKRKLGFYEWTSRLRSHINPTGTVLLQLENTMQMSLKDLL
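Human spleen homogenate (1 ug) as enzyme source, 4-methylumbelliferyl-alpha-D-galactopyranoside 1 mM final, citrate/phosphate pH 5.0 with 0.01% Tween-20. Compounds 40 min at 37C, NaOH/glycine stop; fluorescence Ex 365/Em 440, Hill-fit AC50.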
* = called active by the depositor; ? = inconclusive; & = joins results of further samples; [ ] = another dose, or the depositor's remark. Unless noted, the call rests on the fitted dose curve; in most records, active means well fitted curve in the direction sought with a large enough effect; inconclusive means small, poorly fitted or top-dose-only effect, or another doubt; inactive means no such curve, though single readings can be large; an effect the other way counts as inactive or inconclusive. Potency means the concentration at half of the fitted maximal effect. Only part of the results is shown. The share of hits here may be higher or lower than overall.

SMILES | ALDH1A1 inh | GAA spleen mod | aGal spleen mod
CCOC(=O)N/N=C1/C[C@@H](O)[C@@H](O)[C@@H]2[C@@H]3C(=O)N(Cc4ccccc4)C(=O)[C@H]3CC[C@@H]12 | 6%[13.5 µM] | -11%[17.4 µM] | -12%[17.5 µM]
CN1CCc2nc(-c3ccccc3)c(-c3ccccc3)cc2C1 | 3%[13.5 µM] | 1%[17.4 µM] | -5%[17.5 µM]
CCCNC(=O)OC[C@@H]1O[C@H](CCO/N=C(\C)CCN2CCCc3nc(C)c(C)cc32)C=C[C@@H]1Oc1ccc(OC)cc1 | 0%[13.5 µM] | 4%[17.4 µM] | -7%[17.5 µM]
CSCC[C@@H]1NC(=O)C/C=C\[C@@H](C)COC(=O)[C@@H](C)COC1=O | -1%[13.5 µM] | -4%[17.4 µM] | -1%[17.5 µM]
CC(=O)OC[C@@H]1O[C@H](C/C=N\O[C@@H](C)CN2CCCCc3nc(C)c(C)cc32)C=C[C@@H]1OC(C)=O | -8%[13.5 µM] | 0%[17.4 µM] | -2%[17.5 µM]
CC(=O)OCC1OC(C#Cc2ccccc2)C=CC1O (configuration not stated) | 7%[13.5 µM] | 4%[17.4 µM] | -2%[17.5 µM]
C[C@H]1/C=C\CC(=O)OC[C@H](C)C(=O)N2CCC[C@@H]2C(=O)OC1 | 12%[13.5 µM] | 2%[17.4 µM] | 6%[17.5 µM]
O=C1[C@H]2[C@H]3[C@H](O)[C@H](O)C/C(=N/OC[C@@H](O)COCc4ccco4)[C@@H]3CC[C@@H]2C(=O)N1Cc1ccccc1 | -9%[13.5 µM] | 0%[17.4 µM] | 6%[17.5 µM]
CCN1C(=O)[C@H]2[C@H]3[C@H](O)[C@H](O)C/C(=N/O[C@@H](C)CN4CCCCc5nc(C)c(C)cc54)[C@@H]3CC[C@@H]2C1=O | -1%[13.5 µM] | -1%[17.4 µM] | -4%[17.5 µM]
CCN1C(=O)[C@@H]2[C@H]3C(=CC[C@@H]2C1=O)C1(OCCCO1)[C@H]1O[C@@H]1[C@H]3O | 1.8µM* | 6%[17.4 µM] | 4%[17.5 µM]
CC(=O)OC[C@H]1O[C@@H](O/N=C(\C)CCN2CCc3nc(-c4ccccc4)c(-c4ccccc4)cc3C2)[C@H](OC(C)=O)[C@@H](OC(C)=O)[C@H]1OC(C)=O | -1%[13.5 µM] | 4%[17.4 µM] | 12%[17.5 µM]
COC(=O)NC(c1cccc(C)c1)[C@]1(C(C)=O)CCCC1=O (some centres not stated) | 1%[13.5 µM] | 0%[17.4 µM] | -15%[17.5 µM]
COC(=O)NC(/C(C(=O)OC)=C(\C)NCc1ccccc1)c1ccc(F)cc1 (configuration not stated) | -16%[13.5 µM] | 7%[17.4 µM] | 18%[17.5 µM]
CC(C)=CCC/C(C)=C/CO/N=C1/C[C@@H](O)[C@@H](O)[C@@H]2[C@@H]3C(=O)N(C4CCCCC4)C(=O)[C@H]3CC[C@H]12 | -2%[13.5 µM] | 5%[17.4 µM] | 0%[17.5 µM]
CCOC(=O)CCN1C(=O)[C@H]2[C@H]3[C@H](O)[C@H](O)C/C(=N/NC(=O)OCc4ccc(OC)cc4)[C@H]3CC[C@@H]2C1=O | -5%[13.5 µM] | 1%[17.4 µM] | 7%[17.5 µM]
CC(C)CO/N=C1/C[C@@H](O)[C@@H](O)[C@@H]2[C@@H]3C(=O)N(C(C)(C)C)C(=O)[C@H]3CC[C@@H]12 | -6%[13.5 µM] | 4%[17.4 µM] | 0%[17.5 µM]
CC(C)CCN1CCc2nc(-c3ccccc3)c3c(c2C1)COC(C)C3 (configuration not stated) | -17%[13.5 µM] | -1%[17.4 µM] | -3%[17.5 µM]
CC(C)CCN1CCc2nc(COc3ccccc3)c3c(c2C1)COC(C)C3 (configuration not stated) | 7%[13.5 µM] | -5%[17.4 µM] | -8%[17.5 µM]
C/C(CCN1CCCc2nc(C)c(C)cc21)=N\O[C@@H](C)c1cc(-c2c(C)cc(C)cc2C)no1 | 4%[13.5 µM] | -9%[17.4 µM] | 9%[17.5 µM]
C=CCOC(=O)C(C(=O)CC)C(NC(=O)OC)c1ccc(F)cc1 (configuration not stated) | 16%[13.5 µM] | 7%[17.4 µM] | -5%[17.5 µM]
COc1ccc(COC(=O)N/N=C2/C[C@@H](O)[C@@H](O)[C@@H]3[C@@H]4C(=O)N(Cc5ccc6c(c5)OCO6)C(=O)[C@H]4CC[C@@H]23)cc1 | -10%[13.5 µM] | -5%[17.4 µM] | 3%[17.5 µM]
COc1ccc(O[C@H]2C=C[C@@H](c3ccccc3)O[C@H]2COC(=O)CC/C(C)=N\O[C@@H](C)c2cn([C@H](CO)Cc3ccccc3)nn2)cc1 | 4%[13.5 µM] | -4%&1%[17.4 µM] | -9%&0%[17.5 µM]
Cc1ccc(C(C)C)n1C(=O)OC(C)(C)C | 9%[13.5 µM] | -4%[17.4 µM] | 2%[17.5 µM]
CCN1C(=O)[C@H]2[C@H]3[C@H](O)[C@H](O)C/C(=N/OCc4ccccc4)[C@@H]3CC[C@@H]2C1=O | 4%[13.5 µM] | -1%[17.4 µM] | 0%[17.5 µM]
CCOC(=O)CCN1C(=O)[C@H]2[C@H]3[C@H](O)[C@H](O)C/C(=N/OC[C@@H](O)COCc4ccco4)[C@@H]3CC[C@@H]2C1=O | 1%[13.5 µM] | 5%[17.4 µM] | 6%[17.5 µM]
CC1CCC(C(=O)O)NC1c1ccc(C#CCN(C)C)cc1 (configuration not stated) | 23%[13.5 µM] | -1%[17.4 µM] | ?
C[C@@H]1NC(=O)[C@@H](C)COC(=O)[C@H](C)NC(=O)[C@@H](C)COC1=O | 15%[13.5 µM] | 0%[17.4 µM] | 7%[17.5 µM]
Cc1cc(F)ccc1OC1C=CC(c2ccc3c(c2)OCO3)OC1CO (configuration not stated) | 0%[13.5 µM] | 7%[17.4 µM] | -3%[17.5 µM]
O=Cc1ccc(OC2C=CC(C#Cc3ccccc3)OC2CO)cc1 (configuration not stated) | -14%[13.5 µM] | 0%[17.4 µM] | 4%[17.5 µM]
Cc1ccc(S(=O)(=O)N[C@H]2COC(=O)C/C=C\[C@@H](C)[C@H](NS(=O)(=O)c3ccc(C)cc3)COC(=O)C/C=C\[C@H]2C)cc1 | 15%[13.5 µM] | 0%[17.4 µM] | -5%[17.5 µM]

Gathered by group, the entries above with fluorine
SMILES | ALDH1A1 inh | GAA spleen mod | aGal spleen mod
COC(=O)NC(/C(C(=O)OC)=C(\C)NCc1ccccc1)c1ccc(F)cc1 (configuration not stated) | -16%[13.5 µM] | 7%[17.4 µM] | 18%[17.5 µM]
C=CCOC(=O)C(C(=O)CC)C(NC(=O)OC)c1ccc(F)cc1 (configuration not stated) | 16%[13.5 µM] | 7%[17.4 µM] | -5%[17.5 µM]
Cc1cc(F)ccc1OC1C=CC(c2ccc3c(c2)OCO3)OC1CO (configuration not stated) | 0%[13.5 µM] | 7%[17.4 µM] | -3%[17.5 µM]

Continued:
SMILES | ALDH1A1 inh | GAA spleen mod | aGal spleen mod
O=C1[C@H]2[C@H]3[C@H](O)[C@H](O)C/C(=N/OCc4ccccc4)[C@@H]3CC[C@@H]2C(=O)N1c1cccc(Oc2ccccc2)c1 | -12%[13.5 µM] | 0%[17.4 µM] | 6%[17.5 µM]
CC(=O)OC[C@@H]1O[C@@H](O/N=C2/C[C@@H](O)[C@@H](O)[C@@H]3[C@H]4C(=O)N(c5ccc(F)cc5F)C(=O)[C@@H]4CC[C@@H]23)[C@H](OC(C)=O)[C@H](OC(C)=O)[C@@H]1OC(C)=O | -11%[13.5 µM] | -5%[17.4 µM] | -1%[17.5 µM]
C[C@@H]1CC[C@H]2C(=O)O[C@H](CN=[N+]=[N-])CN2[C@@H]1c1ccc(Br)cc1 | ? | -2%[17.4 µM] | 6%[17.5 µM]
CO[C@H]1COC(=O)[C@@H](Cc2ccccc2)NC(=O)[C@@H](C)COC(=O)CCC[C@@H]1C | 6%[13.5 µM] | 1%[17.4 µM] | 7%[17.5 µM]
CC(=O)OC[C@@H]1O[C@@H](O/N=C2/C[C@@H](O)[C@@H](O)[C@@H]3[C@@H]4C(=O)N(C[C@@H]5CCCO5)C(=O)[C@H]4CC[C@@H]23)[C@H](OC(C)=O)[C@H](OC(C)=O)[C@@H]1OC(C)=O | -2%[13.5 µM] | 5%[17.4 µM] | 2%[17.5 µM]
C=CCOC(=O)C(C(C)=O)C(NC(=O)OC)c1cccs1 (configuration not stated) | 8%[13.5 µM] | -4%[17.4 µM] | -1%[17.5 µM]
COC(=O)NC(c1ccccc1)C(C(=O)OC)C(=O)OC (configuration not stated) | 2%[13.5 µM] | -13%[17.4 µM] | 6%[17.5 µM]
Cc1ccc2nc3nc4ccc[nH]c4cc3c2c1 | -1%[13.5 µM] | 1%[17.4 µM] | 8%[17.5 µM]
COc1cccc([C@@H]2Oc3ccc(OC)cc3/C(=N/O[C@@H](C)c3cc(-c4c(C)cc(C)cc4C)no3)[C@@H]2O)c1 | 3%[13.5 µM] | -1%[17.4 µM] | 9%[17.5 µM]
C=CC[C@@H]1C=C[C@H](O/N=C\[C@@H](C)[C@H](OCc2ccccc2)C(C)C)[C@H](CO)O1 | 5%[13.5 µM] | 10%[17.4 µM] | 9%[17.5 µM]
CC(=O)OCC1OC(C#Cc2ccc(Br)cc2)C=CC1OC(C)=O (configuration not stated) | -5%[13.5 µM] | 9%[17.4 µM] | 8%[17.5 µM]
CO[C@H]1COC(=O)[C@H](C)NC(=O)C/C=C\[C@@H](C)[C@@H](NS(=O)(=O)c2ccc(C)cc2)COC(=O)C/C=C\[C@@H]1C | 6%[13.5 µM] | 1%[17.4 µM] | 0%[17.5 µM]
COC(=O)C/C=C\[C@H](C)[C@@H](OC)c1ccccc1Br | -4%[13.5 µM] | -9%[17.4 µM] | -5%[17.5 µM]
O=C1C2=CC[C@H]3C(=O)N(Cc4ccccc4)C(=O)[C@@H]3[C@@H]2[C@H](O)[C@@H]2O[C@H]12 | -1%[13.5 µM] | -8%[17.4 µM] | -14%[17.5 µM]
C[C@@H]1/C=C\CC(=O)OC[C@H](C)C(=O)N[C@@H](C)C(=O)OC1 | 8%[13.5 µM] | -4%[17.4 µM] | 6%[17.5 µM]
O=C1[C@H]2[C@H]3[C@H](O)[C@H](O)C/C(=N/OC[C@@H](O)COCc4ccco4)[C@H]3CC[C@@H]2C(=O)N1C[C@@H]1CCCO1 | 2%[13.5 µM] | 0%[17.4 µM] | -3%[17.5 µM]
O=C1[C@@H]2[C@H]3[C@H](O)[C@H](O)C/C(=N/OCc4ccccc4)[C@H]3CC[C@H]2C(=O)N1c1ccc(F)cc1F | 11%[13.5 µM] | 3%[17.4 µM] | -1%[17.5 µM]
CC(=O)OC[C@H]1O[C@@H](O/N=C(\C)CCN2CCCCc3nc(C)c(C)cc32)[C@H](OC(C)=O)[C@@H](OC(C)=O)[C@H]1OC(C)=O | -8%[13.5 µM] | 4%[17.4 µM] | 8%[17.5 µM]
CC(C)CO/N=C1/C[C@@H](O)[C@@H](O)[C@@H]2[C@@H]3C(=O)N(C4CCCCC4)C(=O)[C@H]3CC[C@@H]12 | 1%[13.5 µM] | 1%[17.4 µM] | 4%[17.5 µM]
COC(=O)NC(/C(C(=O)OC)=C(\C)NCc1ccccc1)c1cccc(C)c1 (configuration not stated) | 11%[13.5 µM] | -4%[17.4 µM] | 7%[17.5 µM]
CC(C)=NO[C@@H](C)c1cc(-c2c(C)cc(C)cc2C)no1 | 12%[13.5 µM] | 3%[17.4 µM] | 5%[17.5 µM]
COc1cccc(/C=C/C2=CC3(C)CC2(C)C(c2cccc(OC)c2)CC3=O)c1 (configuration not stated) | 1%[13.5 µM] | 3%[17.4 µM] | 14%[17.5 µM]
CO[C@H]1COC(=O)[C@@H](C)COC(=O)[C@@H](OCc2ccccc2)/C=C\[C@@H]1C | -13%[13.5 µM] | 1%[17.4 µM] | 4%[17.5 µM]
C=CCc1cccc(C2C(C)CCC3C(=O)N4C(Cc5c([nH]c6ccccc56)C4c4cc(OC)c(OC)c(OC)c4)C(=O)N32)c1 (configuration not stated) | 9%[13.5 µM] | -1%[17.4 µM] | 3%[17.5 µM]
COC(=O)NC(/C(C(=O)OC)=C(\C)NCc1ccccc1)c1ccc2ccccc2c1 (configuration not stated) | 3.5µM* | -1%[17.4 µM] | 6%[17.5 µM]
O=C1[C@H]2[C@H]3[C@H](O)[C@H](O)C/C(=N/OCc4ccccc4)[C@H]3CC[C@@H]2C(=O)N1Cc1ccc2c(c1)OCO2 | -4%[13.5 µM] | -3%[17.4 µM] | -3%[17.5 µM]
